High-throughput results as filed in PubChem BioAssay.
PREPL inh: PREPL enzyme inhibitors, primary screen, biochemical, fluorescence polarization; Prolyl endopeptidase-like (Homo sapiens), Q4J6C6; recombinant PREPL, fluorescence polarization activity-based probe; inhibition, % at 5.96 µM; actives 0.68% (n = 320,000); in the data active = inhibition above about 43%;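 also: 0% = enzyme with DMSO and 100% = wells lacking enzyme; many of its hits are not listed in these tables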
ZTA DNA inh: counter-screen for EBNA-1 inhibitors: inhibitors of Epstein-Barr virus ZTA | P03206 | ZTA-DNA binding, fluorescence polarization | inhibition, % at 11 µM | actives 0.15% (n = 320,000) | AID 2234; in the data active = inhibition above about 33%
PAFAH1B3 FP inh: PAFAH1B3 enzyme inhibitors, primary screen, biochemical, fluorescence polarization, human. Platelet-activating factor acetylhydrolase IB subunit alpha1 (Homo sapiens), Q15102. recombinant PAFAH1B3, FP-rhodamine probe. inhibition, % at 3.39 µM. actives 0.28% (n = 340,000);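 active = inhibition above the screen-wide average of all tested compounds plus 3 SD, cut at about 25% in these data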;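 also: 0% = enzyme with DMSO only and 100% = wells lacking PAFAH1B3 protein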
Target sequence (Q15102 whole entry, looked up): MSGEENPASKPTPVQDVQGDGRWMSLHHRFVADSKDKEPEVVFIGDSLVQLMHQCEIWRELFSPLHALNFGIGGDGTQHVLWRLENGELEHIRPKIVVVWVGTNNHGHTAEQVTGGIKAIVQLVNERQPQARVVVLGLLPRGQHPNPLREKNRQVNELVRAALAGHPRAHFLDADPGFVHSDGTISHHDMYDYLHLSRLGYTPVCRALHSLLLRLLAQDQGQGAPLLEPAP
PAFAH2 inh: PAFAH2 enzyme inhibitors, primary screen, biochemical, fluorescence polarization, human | Platelet-activating factor acetylhydrolase 2, cytoplasmic (Homo sapiens), Q99487 | recombinant PAFAH2, FP-rhodamine activity probe | inhibition, % at 3.39 µM | actives 0.99% (n = 340,000) | AID 492956, 2010;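 active = inhibition above the mean over all tested compounds plus 3 SD, cut at about 30% in these data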;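 also: inhibitors block probe labeling of enzyme so polarization drops; 0% = enzyme with DMSO and 100% = wells lacking PAFAH2 protein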
EBNA-1 inh: EBNA-1 DNA-binding inhibitors, primary screen, biochemical, fluorescence polarization | inhibition, % at 14.8 µM | actives 0.34% (n = 300,000) | AID 1950, 2009; in the data active = inhibition above about 28%
pPAFAH FP inh: pPAFAH enzyme inhibitors, primary screen, biochemical, fluorescence polarization, human | recombinant pPAFAH, FP-rhodamine probe fluorescence polarization | actives 1.5% (n = 330,000) | Platelet-activating factor acetylhydrolase (Homo sapiens), Q13093 | inhibition, % at 3.39 µM | AID 463082, 2010;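 active = inhibition above the mean inhibition across the screen plus 3 SD, cut at about 25% in these data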;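 also: inhibitors block binding of the rhodamine activity-based probe so polarization drops; 0% = enzyme with DMSO and 100% = wells lacking pPAFAH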
Target sequence (Q13093 whole entry, looked up): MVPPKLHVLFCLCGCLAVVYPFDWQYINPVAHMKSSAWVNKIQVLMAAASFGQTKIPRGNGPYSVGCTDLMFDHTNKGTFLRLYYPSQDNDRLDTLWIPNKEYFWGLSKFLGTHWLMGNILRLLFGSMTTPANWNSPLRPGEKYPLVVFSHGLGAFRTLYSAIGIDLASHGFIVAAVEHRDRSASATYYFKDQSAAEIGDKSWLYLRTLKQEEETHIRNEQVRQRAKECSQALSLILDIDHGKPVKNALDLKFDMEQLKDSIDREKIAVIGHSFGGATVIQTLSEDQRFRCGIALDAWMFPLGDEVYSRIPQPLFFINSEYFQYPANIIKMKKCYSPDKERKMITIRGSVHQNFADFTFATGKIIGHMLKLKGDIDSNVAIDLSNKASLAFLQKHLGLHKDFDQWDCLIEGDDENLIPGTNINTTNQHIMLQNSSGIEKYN
LYPLA1 counter: LYPLA1 inhibitors, primary screen, counter-screen for PME1 inhibitor project, biochemical, fluorescence polarization, FP-Rh probe ABPP; AID 2174, 2009; actives 0.16% (n = 320,000); inhibition, % at 5.9 µM; Acyl-protein thioesterase 1 (Homo sapiens), O75608; recombinant LYPLA1;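 active = inhibition above the mean of all tested compounds plus 3 SD, set per campaign, cut at about 14% in these data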;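 also: inhibitors block serine hydrolase probe labeling of LYPLA1 so polarization falls; 0% = enzyme with DMSO and 100% = wells lacking LYPLA1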
PAFAH1B2 FP inh: PAFAH1B2 enzyme inhibitors, primary screen, biochemical, fluorescence polarization, human; inhibition, % at 3.39 µM; recombinant PAFAH1B2, FP-rhodamine activity probe; actives 1.2% (n = 340,000); AID 492953, 2010;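 active = inhibition above the mean of all tested compounds plus 3 SD, cut at about 24% in these data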;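 also: 0% = enzyme with DMSO and 100% = wells lacking PAFAH1B2; many of its hits are not listed in these tables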
LYPLA2 counter: LYPLA2 inhibitors, primary screen, counter-screen for PME1 inhibitor project, biochemical, fluorescence polarization, FP-Rh probe ABPP | Acyl-protein thioesterase 2 (Homo sapiens), O95372 | recombinant LYPLA2 | inhibition, % at 5.9 µM | actives 0.38% (n = 320,000) | AID 2177, 2009;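 active = inhibition above the screen-wide mean plus 3 SD, limit set per campaign, cut at about 26% in these data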;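 also: 0% = LYPLA2 with DMSO and 100% = wells lacking LYPLA2 enzyme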
Target sequence (O95372 whole entry, looked up): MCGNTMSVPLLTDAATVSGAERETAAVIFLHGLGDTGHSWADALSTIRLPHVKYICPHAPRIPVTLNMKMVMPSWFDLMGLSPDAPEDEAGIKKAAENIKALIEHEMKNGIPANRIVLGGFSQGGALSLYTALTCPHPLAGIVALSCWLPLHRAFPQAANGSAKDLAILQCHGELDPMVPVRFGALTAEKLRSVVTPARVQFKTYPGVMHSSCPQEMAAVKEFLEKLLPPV
* marks the source's active call; other numbers are inactive results; x = no result given.

The opening two records, ahead of the listing:
molecule	PREPL inh	ZTA DNA inh	PAFAH1B3 FP inh	PAFAH2 inh	EBNA-1 inh	pPAFAH FP inh	LYPLA1 counter	PAFAH1B2 FP inh	LYPLA2 counter
Cc1ccc(C(=O)OCC(=O)NCc2ccco2)cc1	3	8	2	45*	2	3	-4	1	-13
COc1ccc(N2C3=[N+](CC2(C)O)c2ccccc2CC3)cc1 (configuration not stated)	7	-3	6	0	2	-2	0	0	-5

All compounds of this part, previewed entries included:
molecule	PREPL inh	ZTA DNA inh	PAFAH1B3 FP inh	PAFAH2 inh	EBNA-1 inh	pPAFAH FP inh	LYPLA1 counter	PAFAH1B2 FP inh	LYPLA2 counter
Cc1ccc(C(=O)OCC(=O)NCc2ccco2)cc1	3	8	2	45*	2	3	-4	1	-13
COc1ccc(N2C3=[N+](CC2(C)O)c2ccccc2CC3)cc1 (configuration not stated)	7	-3	6	0	2	-2	0	0	-5
O=C(NCc1ccccc1OC(F)(F)F)C1CCC(=O)N(Cc2ccccn2)C1 (configuration not stated)	-2	0	10	6	2	2	4	3	4
Cc1cc(C(=O)Nc2ccc(N3CCOCC3)c3nonc23)ccc1[N+](=O)[O-]	4	4	3	10	-10	6	-3	2	2
Cc1cccc(OCCNS(=O)(=O)c2ccc(Cl)cc2)c1	-31	-10	-3	3	x	6	-2	24*	6
Cc1ccc(SCCNC(=O)c2ccccc2C)cc1	1	-6	2	0	-4	6	-1	22	0
Cc1ncc(CO)c(/C=N/Nc2cccc(Cl)n2)c1O	-1	10	4	4	-22	-3	-2	2	-6
O=C(NC1CCCc2ccccc21)C(Cc1ccccc1)NS(=O)(=O)c1cccs1 (configuration not stated)	-2	8	7	4	-7	2	-6	4	-8
C=CCn1c(SCC(=O)c2ccc(Cl)s2)nc2ccccc2c1=O	7	4	9	5	5	-1	-1	4	2
O=c1c2ccccc2nc(/C=C/c2ccc([N+](=O)[O-])cc2)n1CCCO	27	-3	9	0	-4	1	-2	0	-2
Cc1cccc(C)c1Nc1nnc(SCC(=O)NCCCN2CCCC2=O)s1	17	x	6	7	x	2	x	1	x
COc1ccc(NC2=C(C(C)=O)C(c3ccc(OC)cc3)C(C(C)=O)C(C)(O)C2)cc1 (configuration not stated)	5	-8	x	x	6	6	5	x	-2
COc1ccc(/C(C)=N/Nc2cccc(C(=O)O)c2)cc1OC	12	10	-8	3	5	5	2	3	-1
COc1cccc(NC(=O)COc2c(F)c(F)c(C(F)(F)F)c(F)c2F)c1	-13	-13	0	5	-10	-11	4	0	-2
O=C(CSc1nnc(CNC(=O)c2ccc(F)cc2)o1)NCc1ccccc1	-2	8	0	-5	7	8	2	7	-1
CC1CN(C(=O)c2cc(S(=O)(=O)N3CCN(c4ccccc4)CC3)ccc2Cl)CC(C)O1 (configuration not stated)	19	13	8	3	10	4	1	2	7
O=C(NC(Cc1ccccc1)C(=O)O)/C(=C\c1ccco1)NC(=O)c1ccccc1 (configuration not stated)	1	3	4	-2	7	4	-1	4	0
O=C1Cc2cc(S(=O)(=O)NCc3ccccc3Cl)cc3c2N1CCC3	17	-14	1	2	-4	10	3	3	-2
CC(C)(C)CC(=O)Nc1nnc(SCC(=O)Nc2ccccc2F)s1	9	-10	1	6	-7	2	0	1	0
COc1ccc(N(CC(=O)NCc2ccc(F)cc2)C(=O)c2snc(C(N)=O)c2N)cc1	-11	14	2	-2	-7	8	-3	-2	0
O=Cc1c(NCCc2cccc(F)c2)c2ccccc2[nH]c1=O	-17	7	4	3	3	3	2	8	3
O=C(CN1CCCCC1)N/N=C/c1ccccc1Br	10	-12	6	0	-1	-2	-5	2	-7
NNC(=O)c1ccccc1CO	1	0	x	x	-5	9	2	x	5
CCCCn1c(CNC(=O)CC)nc2ccccc21	-11	16	6	8	4	-1	0	-1	1
O=C(C1CCC1)N1CCc2cc(S(=O)(=O)NCc3ccco3)ccc21	-2	3	0	3	-2	0	-2	7	2
CN(C1CCS(=O)(=O)C1)S(=O)(=O)c1ccc(N2CCCC2=O)cc1 (configuration not stated)	2	-8	3	3	8	-6	4	6	1
CC(=O)NCCOc1nc(N2CCCCC2)nc(N2CCCCC2)n1	10	9	5	2	1	1	-3	3	-2
COC(=O)Nc1nnc(/C=C/c2ccccc2)s1	7	2	10	1	11	5	0	0	-3
O=C(CSc1nc(C2CC2)nc2ccccc12)N1CCc2ccccc2C1	-4	-9	x	x	1	1	0	x	5
OC1(C#CCCN2CCCCC2)c2ccccc2-c2ccccc21	0	-6	4	12	-2	5	5	1	-1
Cc1onc(-c2c(F)cccc2Cl)c1C(=O)NCc1ccc2c(c1)OCO2	-3	-2	2	4	12	-3	-2	7	1
CCN(c1ccccc1)S(=O)(=O)c1ccc(C(=O)Nc2ccccn2)cc1	16	-18	11	6	-12	-2	1	5	2
CN(Cc1nc(-c2ccccc2)no1)C(=O)c1ccco1	0	-19	0	2	-6	4	3	-5	3
N#CC1=C(N)Oc2n[nH]c(-c3cccs3)c2C1c1cccs1 (configuration not stated)	-3	2	16	7	-6	4	-5	9	-6
CN1CCC(OC(=O)COc2ccc(C(C)(C)C)cc2)CC1	2	10	1	-5	14	2	-2	2	3
Cc1cccc(C)c1NC1=C(Cl)C(=O)OC1OC(=O)c1ccccc1 (configuration not stated)	9	-1	4	31*	-6	-1	-2	3	-1
O=C(O)c1cc(N2C(=O)C3C4C=CC(C4)C3C2=O)ccc1NCc1cccnc1 (configuration not stated)	5	5	9	7	6	0	-1	5	-2
CS(=O)(=O)c1[nH]nc(-c2ccccc2)c1C#N	5	-2	13	5	-6	-2	0	10	-8
COc1ccc(N2CCN(C(=O)c3cccc(S(=O)(=O)N4CCOCC4)c3)CC2)cc1	12	1	-1	1	x	0	1	3	0
CC(C)(C)NC(=O)C(c1ccncc1)N(Cc1cccs1)C(=O)Cn1nnc(-c2ccc(F)cc2)n1 (configuration not stated)	-25	6	5	2	-6	1	0	0	8
Cc1c(N(C(=O)c2ccccn2)C2(C(=O)NC3CCCC3)CCCCC2)c(=O)n(-c2ccccc2)n1C	0	8	-2	-3	9	2	1	2	-4
Cc1nn(-c2ccc(F)cc2)c(Cl)c1C(=O)OC(C)C(=O)N(C)C1CCCCC1 (configuration not stated)	22	-2	6	0	x	1	2	11	7
COc1ccc(NC(=O)c2ccccc2NC(=O)CSc2ccc(Cl)cc2)cc1	-6	6	1	1	-1	4	-1	6	4
Cn1c(=O)c(=O)n(C)c2cc(S(=O)(=O)N3CCN(C4CCCCC4)CC3)ccc21	-1	12	-3	8	10	4	2	-4	4
CCNc1nnc(SCC(=O)c2c(N)n(C3CC3)c(=O)[nH]c2=O)s1	16	1	6	-2	x	-4	-3	-5	-10
Cc1ccc(N(C(=O)CNC(=O)c2ccco2)C(C(=O)NCC2CCCO2)c2ccccc2)c(C)c1 (configuration not stated)	6	2	1	-2	0	7	1	4	-1
CC(=O)c1c(C)[nH]c(C(=O)OCc2cc(-c3ccco3)on2)c1C	-4	x	8	13	x	0	x	1	x
COc1ccc(CNC(=O)CSc2nnc3c(n2)[nH]c2ccc(OC)cc23)cc1	-9	4	-17	-25	8	1	-8	-15	-19
Cc1ccc(C(=O)O)cc1NC(=S)NC(=O)Cc1ccccc1	1	3	7	2	4	3	2	0	3
CN(C)CC(C)(C)CNC(=O)C1CCN(Cc2ccccc2O)CC1	-6	-9	4	-8	1	1	1	-2	0

(list continues)
molecule	PREPL inh	ZTA DNA inh	PAFAH1B3 FP inh	PAFAH2 inh	EBNA-1 inh	pPAFAH FP inh	LYPLA1 counter	PAFAH1B2 FP inh	LYPLA2 counter
O=C(NCC(c1cccnc1)N1CCN(c2ccccc2F)CC1)OCc1ccccc1 (configuration not stated)	26	13	9	2	-13	-4	0	0	-5
COc1ccc(/C=C/C(=O)NC2CC3CCC2C3)cc1 (configuration not stated)	19	3	6	8	6	3	-5	3	-8
Cc1cccc(OCc2nnc(SCC(=O)c3ccccc3)o2)c1	0	-2	2	-2	-9	3	0	0	2
CC(C)C(c1nnnn1Cc1cccs1)N1CCN(C(=O)c2ccco2)CC1 (configuration not stated)	2	6	4	4	0	2	3	2	3
CC1=C(C(=O)OCCBr)C(c2cccc3ccccc23)NC(=O)N1 (configuration not stated)	-18	13	6	-7	5	2	0	2	3
CCCCNC(=S)N(CCCN(C)C)Cc1cc2cc3c(cc2[nH]c1=O)OCO3	8	3	5	-2	-5	5	-1	2	-3
Cc1nc(SCC(=O)NC(=O)NC(C)(C)C)nc(C)c1C	-11	11	9	0	-5	3	0	2	3
COCCSc1nnc(NS(=O)(=O)c2ccc(F)cc2)s1	3	-3	1	7	-10	-2	1	-1	-3
Brc1ccc(Nc2nc(-c3cccnc3)cs2)cc1	15	12	6	4	1	7	0	4	-3
CCN(CC)C(=O)CSc1ncnc2c(-c3ccc(OC)cc3)nsc12	8	-21	x	x	-1	3	0	x	8
Cc1ccc(NC(=O)OCc2cn(-c3ccc(Cl)cc3)nn2)cc1	-20	-5	-1	-1	11	1	2	0	-4
NC(=O)C1(NC(=O)[C@@H]2CC3(CC(c4cccc(NC(=O)[C@@H]5CCC(=O)N5)c4)=NO3)CN2C(=O)Cc2ccc(C(F)(F)F)cc2)CC1 (some centres not stated)	12	-15	6	0	9	2	1	4	2
O=C(CN1C(=O)CC(c2ccccc2)Sc2ccccc21)NCC1CCCO1 (configuration not stated)	9	-1	3	2	0	-1	-2	-3	-2
CCCNc1nc(C)cc(-c2cc(C(=O)Nc3ccccc3)on2)n1	-21	17	-1	-1	1	-2	-4	4	-2
Cc1oc(-c2ccccc2F)nc1CS(=O)CC(=O)NCc1cccs1 (configuration not stated)	-11	-13	2	3	-10	5	4	4	6
CC(C)N(C(=O)CSc1nnc(-c2cc3ccccc3cc2O)n1Cc1ccco1)C(C)C	-4	-2	-1	9	1	3	1	6	-4
Cn1c(SCC(=O)c2ccccc2)nnc1-c1ccncc1	-2	-6	3	2	-2	-1	-2	2	2
CC/C=C/C(=O)N1CC2(CC(c3cccc(NC(=O)c4ccccc4)c3)=NO2)C[C@@H]1C(N)=O (some centres not stated)	-2	6	15	-6	-4	-2	3	2	-7
O=C1CC(N2CCN(c3ccccc3F)CC2)C(=O)N1c1ccc2c(c1)OCCO2 (configuration not stated)	3	-2	-3	-6	-10	2	2	-1	0
CCOc1ccccc1-n1c(=S)sc2c(=O)n(-c3ccccc3)c(=S)[nH]c21	17	-18	6	-4	2	2	2	-4	5
CC(=O)Nc1c(OC(C)=O)ccc2c(C)cc(=O)oc12	0	-5	3	-3	-8	4	1	0	4
CC1(C)N=C(N)N=C(N)N1c1cccc(CN)c1	15	-8	6	2	-3	-6	3	0	-2
Cc1ccc(NS(=O)(=O)c2c(C)[nH]c(C)c2C(=O)N2CCCC2)cc1	-2	9	-2	3	14	4	1	-1	1
CCS(=O)(=O)N1N=C(c2cccs2)CC1c1cc2cc(C)ccc2nc1Cl (configuration not stated)	-3	3	3	-4	2	4	-3	4	-2

Some of the compounds tested. The share of hits here may be higher or lower than overall.
